# Compound activity deposited in PubChem BioAssay by National Center for Advancing Translational Sciences (NCATS).
# D2 antag: antagonists of human D2 dopamine receptor; P14416; HEK293 TREx D2 cells, calcium flux, dopamine EC80; inhibition, % at 10 µM; 340,000 tested, 2% active; in the data active means inhibition above about 30%; further: 0% is about no effect
#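 Tetracycline-induced HEK293 T-REx cells expressing D2 force-coupled to calcium signalling were dye-loaded, exposed to compound for 180 s, then challenged with an EC80 of dopamine; calcium flux was followed kinetically for a further 180 s.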
# D2 ag: agonists of human D2 dopamine receptor; HEK293 T-REx D2 cells, calcium flux agonist mode; P14416; activation, % at 2 µM; 340,000 tested, 0.53% active;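 active means activation over 3 SD above normal in the single-dose calcium agonist read, cut at about 30% in these data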; further: 0% is about no effect
#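 Tetracycline-induced HEK293 T-REx cells with force-coupled D2 receptor, plated overnight at 30 C, loaded with no-wash calcium dye. After a 10 s baseline, compound was pin-added and calcium flux read kinetically for 180 s; calcium rises flagged agonists.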
# TRHR enhancer: TRH receptor (human) allosteric enhancement; P34981; TRHR cells, fluo-8 calcium fluorescence, EC20 TRH enhancement; enhancement, % at 2 µM; 360,000 tested, 0.66% active; AID 493056; in the data active means enhancement above about 30%; further: 0% is about no effect
#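 Enhancer read-out: after compound pinning and an initial kinetic agonist-mode read, an EC20 of TRH (10 nM final) was injected and fluo-8 calcium signal (Ex 480/Em 530) followed at 1 s/cycle for 100 cycles in TRHR-expressing cells.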
# mIDH1 inhibitor: human IDH1 R132H inhibition. O75874. 390,000 tested, 0.093% active. IDH1-R132H enzyme, NADPH consumption, diaphorase/resazurin fluorescence. Potency, µM (titrated, usually from 76.6 µM), for the others: at the highest dose activity change, negative = inhibition, most hits filed as inhibitors. AID 602179; further: potency means the concentration at half of the fitted maximal effect; on the % scale 0 is the no-effect control and ±100 the full control effect; nearly all actives have a fitted effect of over 65% in size
# Target sequence (O75874 whole entry R132H, stated change not applied): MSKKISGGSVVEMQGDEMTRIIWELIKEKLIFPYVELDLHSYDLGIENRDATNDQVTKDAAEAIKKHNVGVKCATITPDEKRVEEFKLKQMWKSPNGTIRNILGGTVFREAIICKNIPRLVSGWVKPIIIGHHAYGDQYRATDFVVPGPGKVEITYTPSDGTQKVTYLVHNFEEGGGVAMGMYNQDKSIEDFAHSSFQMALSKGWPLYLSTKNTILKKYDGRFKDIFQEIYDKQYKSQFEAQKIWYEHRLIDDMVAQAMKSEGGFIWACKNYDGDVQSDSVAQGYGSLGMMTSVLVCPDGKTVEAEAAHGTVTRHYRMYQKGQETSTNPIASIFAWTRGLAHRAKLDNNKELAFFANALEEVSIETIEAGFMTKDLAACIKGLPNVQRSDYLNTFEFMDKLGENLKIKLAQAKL
#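 IDH1-R132H (0.5 ug/mL) preincubated 30 min with compound, then NADPH (0.016 mM) and alpha-KG (2 mM) added; 80 min at RT, pH 7.5. Remaining NADPH coupled via diaphorase/resazurin to fluorescence (540/590 nm); concentration-response curves normalized to no-enzyme control.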
# USP1 inh: inhibitors of human USP1/UAF1 deubiquitinase | 390,000 tested, 0.23% active | Potency, µM (highest dose often 57.1 µM), for inactives: at the top dose activity change, negative = inhibition, hits mostly inhibitors | recombinant USP1/UAF1, Ub-Rhodamine cleavage fluorescence; further: potency means the concentration at half of the fitted maximal effect; on the % scale 0 is the no-effect control and ±100 the full control effect; nearly all actives have a fitted effect of over 60% in size; inactives centre near -12
#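 USP1/UAF1 complex (1 nM) preincubated 15 min at room temperature with compound, then Ub-Rho substrate (150 nM final) added. Kinetic fluorescence at 480/540 nm over 6 reads at 60 s intervals; 50 mM HEPES pH 7.8, 0.5 mM EDTA, 0.1 mg/ml BSA, 1 mM TCEP, 0.01% Tween-20.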
# TrxR1 substrate: substrates of rat thioredoxin reductase 1 | AID 588456 | Potency, µM (doses to about 114 µM), for inactives: at the highest dose activity change, negative = substrate turnover | 390,000 tested, 0.01% active | purified TrxR1 substrate turnover, NADPH consumption readout | O89049; further: potency means the concentration at half of the fitted maximal effect; on the % scale 0 is the no-effect control and ±100 the full control effect; nearly all actives have a fitted effect of over 50% in size
#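 Rat TrxR1, dispensed at 90 nM, was prereduced with 400 uM NADPH (final) for 5 min at ~22 deg C, then incubated with compound 15 min before 400 uM selenite. A first-read NADPH fluorescence drop versus no-compound background flagged substrates.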
# TrxR1 inh: rat TrxR1 inhibition. O89049. recombinant rTrxR1, NADPH fluorescence consumption, selenite substrate. Potency, µM (titrated, usually from 114 µM), without a hit: at the top dose activity change, negative = inhibition, hits mostly inhibitors. 390,000 tested, 1% active. AID 588453; further: potency means the concentration at half of the fitted maximal effect; on the % scale 0 is the no-effect control and ±100 the full control effect; nearly all actives have a fitted effect of over 65% in size
#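 Rat TrxR1 (90 nM in the dispensed reagent) was pre-reduced with 400 uM NADPH for 5 min at room temperature, then incubated with compound for 15 min. After 400 uM selenite was added, NADPH fluorescence (Ex 340/Em 450 nm) was followed for 8 min.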
# PI4K2A inh: inhibitors of human PI4K2A. activity change, negative = inhibition, % at 76.9 µM. 420,000 tested, 0.13% active. Q9BTU6. AID 1346378. purified PI4K2A, ADP-Glo luminescence, 1 h; stronger effect = lower value; in the data active means activity change below about -50%; inconclusive means mostly about -30% to -49%;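 further: -100% = wells without enzyme as full effect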
# Target sequence (Q9BTU6 whole entry, looked up): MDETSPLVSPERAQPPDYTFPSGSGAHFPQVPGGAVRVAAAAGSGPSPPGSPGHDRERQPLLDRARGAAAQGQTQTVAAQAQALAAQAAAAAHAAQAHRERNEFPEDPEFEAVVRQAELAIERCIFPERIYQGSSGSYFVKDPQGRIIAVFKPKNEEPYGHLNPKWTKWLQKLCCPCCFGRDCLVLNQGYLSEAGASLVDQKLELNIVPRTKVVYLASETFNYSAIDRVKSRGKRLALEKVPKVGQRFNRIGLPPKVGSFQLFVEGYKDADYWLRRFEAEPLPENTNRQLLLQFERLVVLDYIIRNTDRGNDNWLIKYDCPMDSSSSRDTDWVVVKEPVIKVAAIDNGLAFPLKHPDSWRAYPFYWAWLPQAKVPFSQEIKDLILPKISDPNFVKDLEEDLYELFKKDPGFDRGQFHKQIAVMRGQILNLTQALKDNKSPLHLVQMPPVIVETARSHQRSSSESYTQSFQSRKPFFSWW
#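 Compounds are screened against recombinant PI4K2A using PI as substrate and ATP, the latter dispensed at 300 microM. Reactions run one hour at ambient temperature before ADP-Glo detection; full inhibition defined by wells lacking enzyme.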
# TRHR agonist: TRH receptor (human) agonism | 360,000 tested, 0.18% active | TRHR cells, calcium flux fluo-8, FDSS agonist mode | activation, % at 2 µM | P34981; in the data active means activation above about 30%; further: 0% is about no effect
#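 TRHR-expressing cells loaded with fluo-8 calcium dye; 23 nL library compound pin-transferred, kinetic FDSS fluorescence (Ex 480/Em 530) recorded about 180 s for agonist-induced calcium release, before a 10 nM TRH EC20 addition for potentiator mode.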
# Active calls of the source: *; ? = inconclusive; nt = no result given; & = joins results of further samples; [ ] = another dose, or the depositor's remark. Unless noted, the call rests on the fitted dose curve; in most records, active means well fitted inhibition curve with a large enough effect; inconclusive means small, poorly fitted or top-dose-only effect; inactive means no such curve, though single readings can be large or run the other way.
Compound	D2 antag	D2 ag	TRHR enhancer	mIDH1 inhibitor	USP1 inh	TrxR1 substrate	TrxR1 inh	PI4K2A inh	TRHR agonist
CCCCOc1ccc(C(=O)Nc2ccc(N3CCN(C(C)=O)CC3)cc2)cc1	1	0.8	3	1%	-13%	-1%	-6%	2	0.0
CCn1c(=NC(=O)c2ccc3c(c2)OCCO3)sc2c(C)ccc(OC)c21	nt	nt	-2	0%	-14%	-2%[57.1 µM]	6%[57.1 µM]	2	0.4
CCc1ccc(OC(C)C(=O)Nc2ccc(S(=O)(=O)Nc3nccs3)cc2)cc1 (stereo unspecified)	-16	-1.2	7	-20%	-10%	1%	15%	0	4.0
O=C(CCC(=O)c1cccs1)c1cccs1	16	0.2	-4	6%	-7%	-1%	1%	-1	-0.7
CCOC(=O)c1cc2sccc2n1CC(=O)Nc1ccc(OC)c(OC)c1	-22	0.1	0	6%	-21%	9%[57.1 µM]	21%[57.1 µM]	2	-0.6
COc1ccc(-n2nc(C(=O)Nc3ccc4c(c3)OCO4)c3ccccc3c2=O)c(OC)c1	4	-1.0	-3	1%	2%	-11%	-2%[57.1 µM]	5	0.0
CCCc1ccc(OCC(O)CN2CCCC2)cc1 (stereo unspecified)	13	-1.6	3	2%	-23%	5%[57.1 µM]	27%[57.1 µM]	0	2.7
CCn1c(=O)n(-c2ccc3c(c2)OCO3)c2nc(-c3cc(OC)ccc3OC)nc(C(N)=O)c21	nt	0.4	4	4%	-15%	12%	55%[activator]	-4	-0.5
O=C(O)c1cccc(-c2ccc(/C=N/NC(=O)c3cccnc3)o2)c1	-6	-2.7	10	2%	-6%	17%	?	1	-0.6
CC(=O)Nc1ccc(N2C(=O)CC(N3CCN(Cc4ccc5c(c4)OCO5)CC3)C2=O)cc1 (stereo unspecified)	-9	-1.9	4	2%	-6%	10%[57.1 µM]	18%[57.1 µM]	1	-0.4
CCSc1nnc(NC(=O)C2CCCN(S(=O)(=O)c3cnc[nH]3)C2)s1 (stereo unspecified)	9	-0.4	-1	14%	-29%	-1%	19%	0	-0.6
Cc1nc2sc(C)c(C)n2c(=O)c1S(=O)(=O)NCCc1ccc(Cl)cc1	nt	1.3	3	7%	?	11%	18%	-3	1.5
COc1cccc(-c2c(C(=O)N/N=C(\C)c3ccncc3)nnn2-c2nonc2N)c1	-10	0.3	2	-5%	-23%	-1%	12%	0	0.1
CCC12OC(=N)C(C#N)(C1C)C(C#N)(C#N)C(c1ccccc1)O2 (stereo unspecified)	nt	nt	0	5%	-17%	453%[activator]	6%	2	0.0
Cc1sc(NC(=S)NC(=O)CCc2ccccc2)c(C(N)=O)c1C	-8	0.8	0	1%	-14%	-5%	1%	-6	0.3
Cc1cccn2cc(-c3ccc(S(=O)(=O)N4CCOCC4)cc3)nc12	7	0.2	-2	6%	-15%	377%[activator]	43%[activator]	-2	-0.4
CCc1cc(C(=O)OC)c(NC(=O)C2CC(=O)NN2Cc2ccccc2)s1 (stereo unspecified)	-10	0.1	4	8%	-16%	1%[57.1 µM]	-3%[57.1 µM]	0	0.1
CC1CCC(NC(=O)CN2CCN(S(=O)(=O)c3cccs3)CC2)CC1 (stereo unspecified)	21	0.3	4	3%	-17%	1%	21%	3	-0.2
COc1ccc(CCNC(=O)c2cc3c(s2)-c2ccccc2OC3)cc1OC	nt	0.2	0	-1%	?	164%[activator]	52%[activator]	-2	0.2
CC(C)CNS(=O)(=O)c1cc2c3c(c1)CC(=O)N3CCC2	-29	0.3	-2	-17%	-16%	1%	12%	4	-0.3
CCOc1ccc(S(=O)(=O)c2cn(Cc3ccccc3)c3ccc(OCC)cc3c2=O)cc1	nt	0.3	7	-16%	-17%	10%	3%	-3	0.8
Cc1ccc(C(=O)Oc2ccc(C(=S)N3CCOCC3)cc2)cc1	1	0.9	-4	8%	-7%	-1%	13%	2	-0.3
O=C(NNC(=O)C1CCN(C(=O)Nc2ccccc2)CC1)c1ccc(F)cc1	nt	nt	-9	3%	-18%	-5%	9%	6	0.6
CC1CCCN(CCCN2C(=O)C3C(C(=O)Nc4ccc(Cl)cc4)C4C=CC3(O4)C2C(=O)NC2CCCCC2)C1 (stereo unspecified)	-22	0.4	-7	1%	-21%	0%	11%	5	0.0
CCN(CC)S(=O)(=O)c1ccc(OC)c(NC(=O)CCc2c(C)noc2C)c1	6	-1.5	3	6%	-25%	6%	18%	0	-0.5
COc1cc(CNC2CCCc3ccccc32)cc(OC)c1OC (stereo unspecified)	2	-1.0	5	-2%	-2%	8%[57.1 µM]	1%[57.1 µM]	4	0.7
COc1ccc(CNC(=O)c2ccc3c(c2)N(C)C(=O)CS3=O)cc1 (stereo unspecified)	0	0.4	-6	-5%	-21%	1%	26%	-5	0.3
O=C(N/N=C/c1ccco1)c1cc(-c2ccc(Br)s2)[nH]n1	-16	0.5	4	-7%	-8%	3%	6%	-23	-0.4
Cc1cccc(NS(=O)(=O)c2cccc(C(=O)Nc3cccc(C(=O)O)c3)c2)c1	7	-0.4	0	-3%	-7%	5%	15%	-2	-0.3
CCOC(=O)c1ccc2c(c1)[nH]c(=S)n2CC	-7	-2.0	-5	17%	-24%	6%	15%	-1	-1.0

# Structural class: the entries above with a Cl atom (two)
Compound	D2 antag	D2 ag	TRHR enhancer	mIDH1 inhibitor	USP1 inh	TrxR1 substrate	TrxR1 inh	PI4K2A inh	TRHR agonist
Cc1nc2sc(C)c(C)n2c(=O)c1S(=O)(=O)NCCc1ccc(Cl)cc1	nt	1.3	3	7%	?	11%	18%	-3	1.5
CC1CCCN(CCCN2C(=O)C3C(C(=O)Nc4ccc(Cl)cc4)C4C=CC3(O4)C2C(=O)NC2CCCCC2)C1 (stereo unspecified)	-22	0.4	-7	1%	-21%	0%	11%	5	0.0

# Continued.
Compound	D2 antag	D2 ag	TRHR enhancer	mIDH1 inhibitor	USP1 inh	TrxR1 substrate	TrxR1 inh	PI4K2A inh	TRHR agonist
COc1ccccc1NC(=O)C1CCCN(S(=O)(=O)c2ccccc2)C1 (stereo unspecified)	-3	-2.3	2	3%	-3%	0%	13%	-1	0.4
COc1cccc(-c2nn(-c3ccccc3)cc2CN(C)Cc2ccon2)c1	1	0.3	-3	9%	-24%	0%&-1%	19%&1%	-4	0.3
COc1cc(NC(=S)NCCc2ccccc2)c(OC)cc1NC(=O)C(C)C	nt	nt	3	-1%	-10%	-7%	-9%	2	0.2
Cc1ccc(NC(=O)CN2C(=O)C3CC=C(Cl)CC3C2=O)cc1 (stereo unspecified)	0	2.9	-2	3%	-9%	-4%	0%	-1	-0.1
CCOc1ccc(/C=C/C(O)=C2/C(=O)N(C)C3(C)CC2c2ccccc2O3)cc1OC (stereo unspecified)	10	0.5	-8	-20%	-16%	11%	16%	4	1.6
CC(OC(=O)CNC(=O)C12CC3CC(CC(C3)C1)C2)C(=O)Nc1ncc(Cl)cc1Cl (stereo unspecified)	-8	-0.6	-3	4%	3%	10%	17%	4	-0.2
O=C(COc1cccc2cccnc12)N/N=C1\SCC(=O)N1Cc1ccccc1	6	-2.6	-8	-1%	-18%	3%	16%[57.1 µM]	1	-0.6
CCC(C(=O)N1CCN(c2ccccc2)CC1)n1nc(C)n2c(cc3sccc32)c1=O (stereo unspecified)	nt	-0.4	-7	-12%	-23%	-1%	13%	-3	-0.4
O=C(COc1ccc(C(=O)NCCc2ccccc2)cc1)Nc1ccccc1	11	0.3	-2	4%	-14%	-4%	14%	-4	1.8
Cc1cc(C)nc(SCCn2c(N(C)Cc3ccccc3)nc3c2c(=O)n(C)c(=O)n3C)n1	-1	-0.7	-2	8%	-15%	-7%	11%	3	-0.4
COc1cc(CN2CCC(C(N)=O)CC2)ccc1OCc1ccccc1	3	0.2	-6	10%	-2%	-8%[2.29 µM]	15%[57.1 µM]	0	0.5
CN(CC(=O)NCCN1CCOCC1)S(=O)(=O)c1ccc(F)cc1	14	-3.2	1	-3%	-16%	11%[0.0914 µM]	13%[57.1 µM]	0	0.0
NC(=O)COC(=O)CNC(=O)c1ccc(Cl)cc1	15	2.3	11	2%	-8%	-2%	12%	6	0.4
COc1ccccc1CNC(=O)CN(c1ccccc1OC)S(C)(=O)=O	nt	0.4	3	14%	-4%	-11%[57.1 µM]	-12%[57.1 µM]	1	0.3
COc1ccccc1/C=C/c1nc(C#N)c(NCc2ccccc2)o1	nt	nt	18	nt	12%	160%[activator]	66%[activator]	-1	-2.2
CC1(c2ccccc2)NC(=O)N(CC(=O)N2CCN(S(=O)(=O)c3ccccc3[N+](=O)[O-])CC2)C1=O (stereo unspecified)	-30	0.3	6	-4%	-3%	-11%	-11%	3	-0.2
O=C(COC(=O)c1cc(S(=O)(=O)Nc2ccccc2Cl)ccc1O)Nc1nc2ccccc2s1	11	0.0	-3	-4%	-24%	11%	19%[57.1 µM]	-2	0.5
CC(C)NC(=O)Cn1c(SCC(=O)N2CCc3ccccc3C2)nc2ccccc21	-8	0.3	-11	8%	-19%	5%	7%	0	-0.3
COCCCNC(=O)C1CCN(C(=O)Nc2ccc(Cl)cc2)CC1	-12	0.1	16	2%	-21%	-6%	-15%	-1	-0.1
Cn1c(=O)c(=O)n(C)c2cc(S(=O)(=O)N3CCN(c4cccc(C(F)(F)F)c4)CC3)ccc21	8	0.2	-1	2%	-5%	17%[57.1 µM]	-2%[57.1 µM]	-4	-0.9
Cc1cc(CNC(=O)CC2C(=O)NCCN2Cc2ccccc2)nn1C (stereo unspecified)	-11	-0.1	3	9%	-26%	7%	-16%	-9	0.0
Cc1c(Nc2cc(Cl)c3nonc3c2[N+](=O)[O-])c(=O)n(-c2ccccc2)n1C	6	-0.7	2	9%	-6%	-7%[57.1 µM]	0.63µM*	?	-3.2
